GPR7 antag – antagonists of human GPR7 (neuropeptides B/W receptor 1) | GPR7-expressing cells, fluorescence antagonist assay | inhibition, % at 4.4 µM | P48145 | 290,000 tested, 1.1% active | AID 1861; in the data active = inhibition above about 16%, passing the limit was not always enough;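 note: cells stimulated with the agonist NPW; 0% = agonist with vehicle and 100% = vehicle without agonist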
Target sequence (P48145 whole entry, looked up): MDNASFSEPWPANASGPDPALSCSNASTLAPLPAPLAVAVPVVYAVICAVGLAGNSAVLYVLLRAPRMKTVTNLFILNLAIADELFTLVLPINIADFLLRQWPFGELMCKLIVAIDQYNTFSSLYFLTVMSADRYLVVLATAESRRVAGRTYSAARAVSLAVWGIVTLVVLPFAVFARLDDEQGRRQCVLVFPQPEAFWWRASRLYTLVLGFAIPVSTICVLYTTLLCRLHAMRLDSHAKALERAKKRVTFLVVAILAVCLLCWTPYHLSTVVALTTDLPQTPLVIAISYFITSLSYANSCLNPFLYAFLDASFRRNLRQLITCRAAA
IMP-1 inh – blocks Pseudomonas aeruginosa IMP-1 metallo-beta-lactamase | AID 1556 | purified IMP-1, nitrocefin hydrolysis, epi-absorbance fluorescence | 290,000 tested, 0.45% active | inhibition, % at 5.6 µM;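 active = inhibition above the mean plus 3 SD of all compounds in the same screening run, cut at about 4.5% in these data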;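 note: 0% = IMP-1 with DMSO and 100% = DMSO wells lacking enzyme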
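Assay system: purified recombinant IMP-1 beta-lactamase. Input: IMP-1 0.2 nM before substrate addition. Buffer or medium: Zinc- and detergent-supplemented HEPES buffer, pH 7.1. Schedule: 25 °C, 15 min preincubation, 25 min reaction. Signal: Epi-absorbance fluorescence, 480 nm excitation, 530 nm emission. Evaluation: percent inhibition from optical density relative to buffer-blank wells.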
PHOSPHO1 inh – inhibitors of human PHOSPHO1 phosphatase; Q8TCT1; recombinant PHOSPHO1, absorbance phosphatase assay; inhibition, % at 13.3 µM; 290,000 tested, 1.1% active; AID 1565; in the data active = inhibition above about 60%
Target sequence (Q8TCT1 whole entry, looked up): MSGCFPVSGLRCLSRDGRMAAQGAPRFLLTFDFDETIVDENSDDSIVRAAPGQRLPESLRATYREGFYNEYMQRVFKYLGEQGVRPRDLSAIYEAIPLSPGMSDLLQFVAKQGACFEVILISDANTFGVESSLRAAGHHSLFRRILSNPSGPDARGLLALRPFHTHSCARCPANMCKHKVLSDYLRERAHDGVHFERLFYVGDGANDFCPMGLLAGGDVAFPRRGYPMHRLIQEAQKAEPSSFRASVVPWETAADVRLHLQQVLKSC
IDE cell activ – IDE (human) activation, cell-based. P14735. AID 493087. 340,000 tested, 0.073% active. activation, % at 5.96 µM. HEK cells, FAbeta-B cleavage, fluorescence polarization; 0% vehicle, 100% cell-free pure enzyme wells;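 active = activation above the mean of all tested compounds plus 3 SD, set per screening campaign, cut at about 17% in these data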
pCIP destab – p/CIP protein destabilization. 290,000 tested, 0.01% active. decrease of EGFP signal, % at 10 µM. Q05BA5. F442A p/CIP-EGFP cells, EGFP fluorescence, 16 h;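 active = EGFP signal decrease of at least 30% at 10 µM or well 3 SD below plate mean, unless failing retest; inactive = the rest, including hits failing retest or dose response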; note: some compounds called inactive have numbers as strong as hits; many of its hits are not listed in these tables
NALP1 yeast inh – inhibitors of NALP1 inflammasome in yeast | 280,000 tested, 0.61% active | AID 2071 | S. cerevisiae NALP1/ASC/caspase-1 growth, X-gal OD620, 72 h | inhibition, % at 10 µM; in the data active = inhibition mostly above about 24%, no sharp cut-off; inactive = mostly below about 32%; note: some compounds called inactive have numbers as strong as hits
IDE inh – inhibits human insulin-degrading enzyme in HEK cells. P14735. FAbetaB cleavage, fluorescence polarization. inhibition, % at 5.59 µM. 320,000 tested, 0.41% active;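 active = percent inhibition above the average of all tested compounds plus 3 SD, set per screening campaign, cut at about 16% in these data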;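 note: IDE supplied by intact live HEK cells; FP after avidin binding of uncleaved biotin substrate so inhibition keeps polarization high; 0% = DMSO wells and 100% = 60 µM reference IDE inhibitor Ii1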
VIM-2 inhibitor – blocks Pseudomonas aeruginosa VIM-2 metallo-beta-lactamase | inhibition, % at 5.6 µM | purified VIM-2, nitrocefin hydrolysis, epi-absorbance fluorescence | 290,000 tested, 0.89% active | AID 1527;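 active = inhibition above the mean of all tested compounds plus 3 SD, cutoff set per screening run, cut at about 7.5% in these data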;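 note: red hydrolysis product quenches plate fluorescence so inhibitors raise well fluorescence; 0% = enzyme with DMSO and 100% = DMSO without enzyme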
M18AAP inhibitor – PfM18AAP enzyme inhibition. recombinant PfM18AAP, H-Glu-NHMec fluorogenic cleavage. inhibition, % at 7.35 µM. 290,000 tested, 1.2% active;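 active = inhibition above the campaign mean inhibition over all tested compounds plus 3 SD, cut at about 28% in these data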;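 note: 0% = plate median of test compound wells and 100% = 2 mM ZnCl2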
Active calls of the source: *; x = not tested or not shown.

Preview:
SMILES	GPR7 antag	IMP-1 inh	PHOSPHO1 inh	IDE cell activ	pCIP destab	NALP1 yeast inh	IDE inh	VIM-2 inhibitor	M18AAP inhibitor
CC(C)(C)c1nc(N)nc(=O)[nH]1	-5	-0.2	2	3	-13	17	-2	1.0	-7
CC1(C)CC(NC(=O)COc2ccc([N+](=O)[O-])cc2)CC(C)(C)N1	-6	-1.4	42	x	-11	15	3	-1.1	2
Cc1cc(NS(=O)(=O)c2ccc(NS(=O)(=O)c3ccc(Br)cc3)cc2)no1	-3	-0.6	-14	-7	1	2	1	-0.4	0
CCCCCN=C(C)c1c(O)c2ccccc2oc1=O	8	-2.1	8	4	-6	-4	-1	-2.5	0

The listing, repeating the preview:
SMILES	GPR7 antag	IMP-1 inh	PHOSPHO1 inh	IDE cell activ	pCIP destab	NALP1 yeast inh	IDE inh	VIM-2 inhibitor	M18AAP inhibitor
CC(C)(C)c1nc(N)nc(=O)[nH]1	-5	-0.2	2	3	-13	17	-2	1.0	-7
CC1(C)CC(NC(=O)COc2ccc([N+](=O)[O-])cc2)CC(C)(C)N1	-6	-1.4	42	x	-11	15	3	-1.1	2
Cc1cc(NS(=O)(=O)c2ccc(NS(=O)(=O)c3ccc(Br)cc3)cc2)no1	-3	-0.6	-14	-7	1	2	1	-0.4	0
CCCCCN=C(C)c1c(O)c2ccccc2oc1=O	8	-2.1	8	4	-6	-4	-1	-2.5	0
CC1CCN(CCCNC(=O)CN2C(=O)CSc3ccc(S(=O)(=O)N4CCC(C)CC4)cc32)CC1	26*	2.4	24	1	-9	25	-7	2.3	1
CN(C)c1nc(-c2ccccc2)cc(C(F)(F)F)c1C#N	-9	-2.2	6	0	-7	-7	-1	-1.1	4
COCCCNC(c1ccccc1)c1ccncc1 (centres undefined)	-2	-2.6	-8	1	1	1	1	-1.3	1
COc1ccc(CCNCc2c(-c3ccccc3)n(C)c3ccccc23)cc1	27	-3.8	3	5	-6	17	2	-2.7	-2
Cc1cc(Oc2nc3ccccn3c(=O)c2/C=C(\C#N)C(=O)NC2CCS(=O)(=O)C2)ccc1Cl (centres undefined)	4	-1.4	20	3	8	17	6	2.0	4
O=C(CSc1nnc(CNc2ccc(Cl)cc2)n1Cc1ccccc1)NCc1ccco1	25*	0.1	55	2	0	24	-2	0.9	18
CC1CCCN(C(=O)COc2ccc3c(c2)OCO3)C1 (centres undefined)	-7	0.7	23	0	14	18	-3	-0.7	5
CCCCOc1ccc(Cl)cc1CSc1nncn1N	25	-4.1	-3	-3	-3	15	8	-3.6	9
CC(C)(C)NC(=O)C(c1ccc(O)cc1)N(C(=O)CCC(=O)Nc1nccs1)c1ccc(F)cc1 (centres undefined)	-6	-0.8	26	1	-3	24	6	-2.7	3
CCC(C)(C)c1ccc(OC(=O)c2cccnc2Cl)cc1	-4	-4.1	-14	5	3	15	6	-2.5	1
N#CC1(NC(=O)COc2ccc3oc4ccccc4c3c2)CCCCC1	3	-5.5	-28	5	-15	8	-2	-3.3	-9
CCN(C(=O)c1cc(S(=O)(=O)N2CCc3ccccc32)cn1C)c1ccccc1	-3	-4.4	23	5	11	1	-2	-3.0	-8
Cn1c(=O)c(C(=O)NCc2ccc(Cl)cc2)c(O)c2ccccc21	0	-6.4	8	11	1	13	9	-2.6	-5
CCOc1ccc(OCC)c(NS(=O)(=O)c2cccc3nsnc23)c1	-12	-2.2	11	-2	3	22	0	-0.4	1
Cc1ccccc1NC(=O)c1ccc(CN(c2ccccc2)S(=O)(=O)c2ccccc2)cc1	-11	-0.7	-18	0	6	28	7	-2.1	-2
CCCCC(CC(O)COCC(C)C)C(=O)NN (centres undefined)	0	-4.2	28	2	-5	-8	-5	-0.4	6
O=C(CC1Nc2ccccc2NC1=O)Nc1ccccc1 (centres undefined)	2	-3.1	25	-5	13	33	0	-3.6	-1
CSc1nnc(-c2ccc(S(=O)(=O)N3CCCCC3)cc2)o1	-4	-4.9	20	-4	-20	0	0	-1.5	-4
COc1cc(/C=C2\N=C(c3ccccc3)OC2=O)ccc1OC(C)=O	25*	0.4	40	2	-8	12	-3	3.2	1
O=C(c1ccco1)N1N=C(c2ccc3nccnc3c2)CC1c1ccccc1 (centres undefined)	-21	-1.9	37	-5	5	11	0	-1.5	4
Oc1ccc(N2CCN(C(=S)NCc3ccccc3)CC2)cc1	7	-0.6	2	x	-13	0	1	-0.8	37*
CCOC(=O)c1sc(NC(=O)CSc2nc3c(cc2C#N)CCCCC3)c(C#N)c1C	8	-0.1	21	6	-39	-9	9	0.5	2
CN(Cc1ccc(Cl)cc1)C(=O)c1ccc2ccccc2n1	3	-2.2	5	4	0	9	4	-0.6	-1
COC(=O)c1sccc1NC(=O)c1cc(-c2cccc(C)c2)nc2ccccc12	-9	-4.0	31	5	1	12	1	-1.9	-5
CCCCOc1ccc(/C=N/NC(=O)c2csc(C)c2C)cc1	-4	-6.3	-15	3	-12	6	2	-5.3	2
Cc1ccc(-n2c(CNC(=O)c3cccs3)nnc2SCC(=O)NO)cc1	-3	-4.0	19	-1	0	-19	5	-2.3	-1
CC(=O)N(Cc1ccccc1)c1nc(-c2ccccc2)cs1	-4	-2.6	29	6	-4	12	-5	-1.1	4
COc1ccc(NC(=O)C(Cl)=C(Cl)Cl)cn1	21	-0.5	20	4	4	-20	x	-1.3	0
Cc1cccc(-n2c(-c3csc4ccccc34)n[nH]c2=S)c1	-8	-3.3	0	-4	-5	15	8	-2.6	14
Cc1[nH][nH]c(=O)c1C(c1c(C)[nH][nH]c1=O)c1cn(Cc2cccc3ccccc23)c2ccccc12	-10	-3.4	34	1	-17	19	2	-1.4	10
CCOc1ccc(N(CC(=O)NN=C2CCN(C)CC2)S(C)(=O)=O)cc1	-12	-4.4	-10	10	-14	12	0	-2.9	-6
O=C1NC(NS(=O)(=O)c2ccccc2)(C(F)(F)F)C(=O)N1c1ccc(F)cc1 (centres undefined)	-11	-4.3	-3	3	-9	-5	-5	0.2	2
COc1ccc(CNCCNC(=O)c2ccco2)c(OC)c1OC	-8	-4.8	-16	1	-3	7	5	-3.5	-1
CC(C)CC(=O)Nc1ccc2oc(-c3cccnc3)nc2c1	-15	-1.4	-10	2	0	25	1	-3.9	7
C[C@@H]1CC=C[C@H]2[C@H]1C(=O)N(Cc1ccccc1)[C@H]2c1ccc(-c2ccc(F)cc2)cc1F	x	x	31	3	-9	-14	6	x	x
O=C(Nc1ccc(CN2CCS(=O)(=O)CC2)cc1)c1ccc(Cl)cc1	-15	-2.2	37	-5	-9	x	7	-1.8	0
Cc1c(NC(=O)c2ccccc2NS(=O)(=O)c2ccc(F)cc2)c(=O)n(-c2ccccc2)n1C	-12	0.7	4	5	-3	15	-2	-0.5	-4
COc1cccc(C(=O)C[n+]2ccccc2/C=N/O)c1	-3	-1.1	-15	0	-2	31	-2	0.5	-13
Cc1ccc(C)c(CSc2nnc([C@@H](N)C(C)C)o2)c1	-7	-1.0	35	1	-6	11	2	-2.7	-18
COc1cc(/C=C2/C(=N)N3OC(C)=CC3=NC2=O)ccc1OC(=O)c1ccco1	16	-1.8	12	3	-4	-18	5	-1.6	-2
CCC(=O)c1ccc(OCCn2cncn2)cc1	0	-4.9	14	0	6	-10	-2	-1.5	-2
COC(=O)c1c(NC(=O)c2ccc(Br)o2)sc(C)c1C	-3	-1.7	43	3	3	-1	-5	-1.6	-12
CCOc1cc(/C=N/n2nnnc2N)ccc1OCc1c(C)no[n+]1[O-]	0	-3.7	3	3	3	15	4	-2.8	1
c1ccc(-c2ncc(CSc3nncn3-c3ccccc3)s2)cc1	-1	-3.1	30	2	-20	-2	5	-2.7	0
CCC(CC)NC(=O)CN(c1ccccc1OC)S(=O)(=O)c1cccs1	-4	-1.1	14	-3	-6	x	-2	-1.3	0
CCOC(=O)c1c(NC(C)=O)sc2c(O)c(Br)cc(Br)c12	-5	0.6	23	-1	2	23	9	-1.6	13
CCOc1ccc(/C(O)=C2/C(=O)C(=O)N(CCN(C)C)C2c2ccccc2)cc1Cl (centres undefined)	-8	-3.9	-1	0	-14	21	4	-3.0	2
c1ccc(Cc2nn3c(C4COc5ccccc5O4)nnc3s2)cc1 (centres undefined)	-2	-0.4	62*	-4	-11	25	9	-1.1	3
O=C(COC(=O)c1cccnc1Cl)Nc1cc(S(=O)(=O)N2CCCCC2)ccc1Cl	-7	-2.2	24	5	0	19	2	-3.6	2
CC[C@H](C)[C@@H]1NC(=O)c2cc([N+](=O)[O-])cc(F)c2OCC[C@@H](C(N)=O)NC(=O)[C@H](CCCCN)NC1=O	-11	-3.9	-1	7	1	24	-1	-3.1	3
O=C(c1ccc(S(=O)(=O)Cc2ccccc2Cl)c([N+](=O)[O-])c1)N1CCN(c2ccccn2)CC1	8	-4.3	9	0	15	6	-2	-1.8	6
c1ccc(NC(=NCc2ccco2)c2ccccc2)cc1	-1	-2.9	16	4	4	4	-2	-1.0	-8
Cc1ccsc1C1C(C#N)=C(N)N(N(C)C)C2=C1C(=O)CC(C)(C)C2 (centres undefined)	9	-0.5	53	3	-13	3	4	0.0	-13
CCCn1c(=N)n(CC(=O)O)c2ccccc21	-7	-4.1	x	7	x	x	0	-1.6	4
COC(/C=C/Nc1ccc(Br)cc1)=C(C#N)C#N	0	-1.8	8	1	-5	12	3	-1.9	0
CCC(=O)NC1=C(Cl)C(=O)C(NC(=O)CC)=C(Cl)C1=O	-26	-8.1	7	-33	0	5	x	-0.1	-38

(more compounds)
SMILES	GPR7 antag	IMP-1 inh	PHOSPHO1 inh	IDE cell activ	pCIP destab	NALP1 yeast inh	IDE inh	VIM-2 inhibitor	M18AAP inhibitor
CCN(CC)S(=O)(=O)c1ccc(O)c(C(=O)OCC(=O)Nc2ccc(OC(F)(F)F)cc2)c1	-3	0.4	17	4	-7	-17	-5	-0.8	1
Cc1cccn2cc(CCNS(=O)(=O)c3cccc([N+](=O)[O-])c3)nc12	-2	-1.5	9	3	0	x	-2	-1.1	5
COc1ccc(C2=NN(C(C)=O)C(c3cccs3)C2)cc1OC (centres undefined)	-20	-4.4	-7	-1	-6	21	x	-1.8	0
Cc1ccccc1-n1c(C)nnc1SCC(=O)NNC(=O)c1ccccc1	-2	-1.7	4	5	3	14	2	-2.1	-6
CCn1c(SCC(=O)O)nnc1-c1ccccc1	-7	-1.2	18	5	-17	-22	-3	-4.2	0
Cc1ccc2[nH]c(O)c(N=Nc3nc4ccccc4s3)c2c1	-2	-1.1	38	-6	-25	x	4	-1.7	1
O=C(CNC(=O)c1ccco1)NCC(=O)OCc1ccc(Cl)cc1Cl	-8	-3.5	22	0	30	3	4	-2.1	6
COc1ccc(N2C(=O)CC(N(CCc3ccccc3)C(=O)/C=C/C(=O)O)C2=O)cc1 (centres undefined)	-6	-3.6	64*	6	-7	0	2	-2.7	6
CC(=O)N(Cc1cc(=O)[nH]c2ccccc12)c1ccc(C)cc1	5	-2.1	-8	-3	-5	7	6	0.4	0
O=C(O)c1ccccc1C(=O)NCc1ccccc1	-5	-2.5	-13	1	1	15	3	-2.9	10
COc1ccc(N2CCN(S(=O)(=O)c3ccc(OC)cc3)CC2)cc1	1	-4.4	-10	-4	-1	-51	4	-5.0	5
COc1cc(/C=C2/NC(=O)N(Cc3ccccc3F)C2=O)ccc1O	-12	-2.4	-7	-8	-5	-9	4	-0.2	6

Assay outcomes from PubChem BioAssay.
